Screening data from PubChem.
SENP1 inh – SENP1 (human) catalytic domain inhibition | recombinant SENP1 catalytic domain, CyPet-SUMO1-YPet FRET cleavage | 0.21% of 360,000 active | Q9P0U3 | inhibition, % at 10 µM;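 active means inhibition at least 30% at 10 µM, raw YFP signal under a set limit, fluorescence ratio 0.5 to 1.5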;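 further: 0% = enzyme with DMSO and 100% = no enzyme wells; some results filed as inactive read as strong as hits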
Target sequence (Q9P0U3 419-644 limits assumed): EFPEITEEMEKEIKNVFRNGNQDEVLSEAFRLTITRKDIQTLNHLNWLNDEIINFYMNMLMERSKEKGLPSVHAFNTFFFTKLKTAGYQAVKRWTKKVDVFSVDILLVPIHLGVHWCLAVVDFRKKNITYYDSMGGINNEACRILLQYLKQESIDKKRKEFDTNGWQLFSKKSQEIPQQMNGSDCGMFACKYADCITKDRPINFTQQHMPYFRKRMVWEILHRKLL
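Test system: recombinant human SENP1 catalytic domain, His6-tagged / Medium: pH 8 Tris buffer with EDTA, NaCl, BME, BSA, NP40, catalase / Also added: SUMO1 FRET substrate flanked by Cypet and Ypet, 25 nM / Times: 50 min reaction at room temperature / Signal: FRET, CFP and YFP emission / Control set: no-enzyme low control and enzyme-plus-DMSO high control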
SENP6 inh – SENP6 protease inhibition; Q9GZR1; Recombinant SENP6 catalytic domain, aminoluciferin luminescence; inhibition, % at 10 µM; 1.8% of 330,000 active;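 active means inhibition above about 50% at the single tested dose, limit read from the data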;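 further: plate controls were DMSO wells with enzyme for no effect and DMSO wells lacking enzyme for full effect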
beta cell repl – induces beta-cell replication in MIN6 cells; MIN6 cells proliferation, ATPlite luminescence, 48 h; cells starved in 0.2% serum; 100% = growth in 10% serum; 0.29% of 330,000 active; proliferation, % at 10 µM;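 active means compounds whose signal lies at least 3.5 SD above the mean of all wells on their plate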;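 further: 0% = DMSO-treated cells in low-serum medium and 100% = 10% serum control; some compounds called inactive have numbers as strong as hits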
SENP7 block – inhibitors of human SENP7 protease. recombinant SENP7, Z-RLRGG-aminoluciferin luminescence, 40 min. AID 434973. 1.5% of 330,000 active. inhibition, % at 5 µM;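 active means inhibition above about 50% at the single test dose, limit read from the data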;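 further: plate controls were DMSO with enzyme for no effect and no enzyme buffer wells for full effect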
Target sequence (Q9BQF6 706-1050 limits assumed): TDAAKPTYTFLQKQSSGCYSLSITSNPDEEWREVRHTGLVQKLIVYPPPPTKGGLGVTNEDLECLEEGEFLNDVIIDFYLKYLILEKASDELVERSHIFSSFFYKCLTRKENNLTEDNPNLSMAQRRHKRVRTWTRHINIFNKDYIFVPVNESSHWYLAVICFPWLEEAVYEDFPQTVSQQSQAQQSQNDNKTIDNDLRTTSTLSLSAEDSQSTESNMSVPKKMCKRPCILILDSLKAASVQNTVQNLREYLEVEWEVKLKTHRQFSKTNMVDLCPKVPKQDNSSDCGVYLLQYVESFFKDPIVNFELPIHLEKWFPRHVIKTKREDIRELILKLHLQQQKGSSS
HKDC1 inh – blocks human hexokinase HKDC1 activity | recombinant HKDC1, G6PDH/diaphorase resazurin coupled fluorescence | inhibition, % at 20 µM | 0.16% of 340,000 active;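 active means inhibition above about 35% when tested at 20 µM, limit read from the data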;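 further: plate controls were DMSO wells with enzyme for no effect and DMSO wells lacking enzyme for full effect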
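Material – in-house recombinant HK5 (HKDC1) enzyme · Quantity – HKDC1 at 5 µg/mL · Buffer or medium – pH 8.0 Tris buffer with 10 mM MgCl2 · Reagent – glucose with 1 mM ATP · Dosing – single 20 µM dose · Times – reaction time 90 min, room temperature, protected from light · Technique – resorufin fluorescence at 613 nm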
SENP8 block-1 – SENP8 (human) protease inhibition | AID 602440 | inhibition, % at 20 µM | 0.64% of 360,000 active | recombinant SENP8, Nedd8 substrate fluorescence | Q96LD8; in the data active means inhibition mostly above about 40%, no sharp cut-off; inactive means mostly below about 27%
Target sequence (Q96LD8 whole entry, looked up): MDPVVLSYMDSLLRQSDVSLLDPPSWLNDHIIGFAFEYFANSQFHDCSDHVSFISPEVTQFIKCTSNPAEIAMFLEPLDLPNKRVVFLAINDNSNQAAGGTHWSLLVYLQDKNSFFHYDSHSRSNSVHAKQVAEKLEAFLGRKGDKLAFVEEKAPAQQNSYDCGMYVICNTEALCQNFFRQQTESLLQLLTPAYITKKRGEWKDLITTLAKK
SENP8 block-2 – inhibitors of human SENP8 protease. Q96LD8. purified SENP8, Z-RLRGG-aminoluciferin cleavage, luminescence. inhibition, % at 10 µM. 1.2% of 330,000 active. AID 2540; in the data active means inhibition above about 50%
UBC13 polyUb – inhibitors of human UBC13 polyubiquitin chain formation | P61088 | TR-FRET | inhibition, % at 20 µM | 0.47% of 330,000 active | AID 485273; in the data active means inhibition above about 45%, passing the limit was not always enough
Target sequence (P61088 whole entry, looked up): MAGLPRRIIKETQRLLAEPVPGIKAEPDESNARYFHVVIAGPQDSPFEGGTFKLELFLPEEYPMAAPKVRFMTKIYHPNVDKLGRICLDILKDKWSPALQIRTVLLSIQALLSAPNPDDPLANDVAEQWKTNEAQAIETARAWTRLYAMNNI
PfG6PD inh – PfG6PD (Plasmodium falciparum) enzyme inhibition. PfGluPho enzyme, NADPH resazurin-diaphorase fluorescence. inhibition, % at 20 µM. 0.78% of 350,000 active;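 active means inhibition reaching at least a set limit at 20 µM in the primary screen, cut at about 59% in these data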;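 further: 0% = DMSO wells with substrate and 100% = DMSO wells lacking glucose-6-phosphate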
Starred values were filed as active, the others as inactive; · = no result given.

Results follow in this order: SENP1 inh	SENP6 inh	beta cell repl	SENP7 block	HKDC1 inh	SENP8 block-1	SENP8 block-2	UBC13 polyUb	PfG6PD inh
- CC1(C)NC(=O)N(CC(O)COc2ccc(N3C(=O)c4ccccc4C3=O)cc2)C1=O (stereo not given)
  -1.5	-13.9	1.4	6.7	-0.5	9.1	7.9	0.7	-10.2
- CCOC(=O)c1cccc(OC(=O)CCNC(=O)c2ccc(Cl)cc2)c1
  0.5	-2.1	-3.0	-0.3	-0.5	-0.2	5.5	9.6	10.1
- Cc1ccc(SCCNC(=O)c2ccc(C)c(S(=O)(=O)Nc3ccccc3C)c2)cc1
  2.7	-13.8	-4.4	-8.6	6.6	12.3	9.0	-7.8	-12.5
- CC1CCCN(CCCNC(=O)CCn2nc(-c3ccccc3)ccc2=O)C1 (stereo not given)
  -0.8	-0.4	1.7	-3.4	-3.5	8.1	-14.2	-13.2	10.2
- NCC(=O)Nc1ccc(Br)cc1
  -0.2	-5.7	2.4	11.0	-3.8	11.4	-1.0	-5.0	-5.9
- COc1ccccc1C(=O)Nc1ccc(N2CCN(S(C)(=O)=O)CC2)cc1
  -0.2	-4.8	-1.8	0.3	-1.7	2.2	2.1	5.6	9.4
- O=C(Nc1ccc2oc(=O)ccc2c1)c1cc([N+](=O)[O-])ccc1N1CCOCC1
  0.9	11.8	3.4	-8.5	-5.5	12.0	2.0	4.7	-1.3
- O=C(/C=C/c1ccc(F)cc1)NCCNC(=O)/C=C/c1ccc(F)cc1
  -1.2	-13.4	-5.1	-12.0	-11.4	3.8	-8.7	-3.9	1.4
- CC(C)OCCCNC(=O)C(Cc1ccccc1)NS(=O)(=O)c1ccc2c(c1)CCC(=O)N2 (stereo not given)
  1.0	2.9	-1.1	-1.7	-5.2	-0.4	-3.5	2.2	-3.1
- CCn1cc(C(=O)O)c(=O)c2cc(F)c(N3CCN(C(=O)Nc4ccccc4)CC3)cc21
  0.2	-0.5	-1.5	-0.7	14.5	-217.4	1.2	43.7	9.1
- Cc1ccc(S(=O)(=O)N2CCN(C(=O)COC(=O)/C=C/c3ccc(F)cc3)CC2)c(C)c1
  -0.7	-6.1	-3.5	-7.3	-3.0	7.5	-7.8	-1.7	-3.9
- Cc1ccc(Cn2c(=N)n(CC(O)COc3ccccc3)c3ccccc32)cc1 (stereo not given)
  2.1	-19.1	-4.5	-7.3	-1.7	20.5	-11.4	43.0	-0.7
- Cn1c(-c2ccccc2)c(/C=N/NC(=O)c2cccnc2)c2ccccc21
  2.3	-3.7	-4.9	0.5	-10.1	-111.4	3.5	1.4	-2.9
- COc1cccc(/C=N/NC(=O)CSc2ccccc2C)c1O
  -1.6	-7.5	-5.0	-9.1	-22.0	-60.4	-17.6	-12.3	-9.8
- O=C(COC(=O)c1ccco1)NCc1cccs1
  2.1	-2.2	-2.5	-9.1	0.0	8.9	-9.3	-0.3	-7.7
- Cc1ccc(NC(=O)CSCC(=O)Nc2nnc(C)s2)cc1
  0.7	-0.7	11.0	0.1	-0.1	9.4	-11.1	-0.7	7.8
- CCn1nc(NS(=O)(=O)c2ccccc2[N+](=O)[O-])c2cc3ccc(C)cc3nc21
  -2.6	-5.0	-1.6	8.5	-1.0	4.2	-4.3	-16.7	-7.1
- COC(CNC(=O)c1ccc(CS(=O)(=O)c2ccccc2)o1)OC
  1.7	-13.8	6.8	5.9	4.9	11.5	5.2	3.9	-11.4
- CCSc1nnc(NC(=O)[C@@H](NC(=O)c2ccccc2)C(C)C)s1
  1.0	-5.1	0.9	0.5	8.7	8.8	2.3	-11.2	49.3
- CCCc1nn2c(=O)cc(CSCC(=O)Nc3cccc(C)c3)nc2s1
  1.3	-10.0	-2.1	0.3	-3.4	5.9	2.8	-6.3	10.5
- C/C(=N\NC(=O)c1cc(C(C)(C)C)[nH]n1)C12CC3CC(CC(C3)C1)C2
  -1.7	-2.5	4.1	8.8	3.9	7.4	-3.6	-1.3	-24.5
- CC(OC(=O)c1cc(S(=O)(=O)N(C)c2ccccc2)ccc1Cl)C(=O)Nc1ccc2c(c1)OCCO2 (stereo not given)
  1.5	18.1	-3.6	-1.3	-5.0	25.3	6.0	-3.6	-1.0
- CCOc1cc(/C=N/Nc2cccc(C(=O)O)c2)ccc1OCC(=O)N1CCCCC1
  -1.0	7.9	-2.1	4.9	-4.5	-17.0	-6.5	-6.5	19.3
- COc1ccc([N+](=O)[O-])cc1N(CC(=O)NC1CCCCC1)S(C)(=O)=O
  0.9	5.8	-0.6	3.2	-12.0	-2.4	2.9	-6.0	20.5
- O=C(COC(=O)c1cccs1)NC1CCCCC1
  1.3	-4.3	-0.5	7.0	-4.5	18.3	-4.5	4.3	1.8
- COc1ccc2nc(NC(=O)C3CCCN(S(=O)(=O)c4cccc5nsnc45)C3)sc2c1 (stereo not given)
  7.9	-8.3	-2.7	-5.2	0.3	7.6	2.0	1.6	10.1
- CCc1cc2c(SCC(=O)c3ccc(Cl)s3)ncnc2s1
  -40.2	-13.4	-0.9	-6.6	5.1	11.1	0.4	3.4	-14.4
- Cc1ccc(-n2c(C)cc3c2CC(C)(C)CC3=O)cc1C
  2.9	3.8	-1.9	-0.9	0.6	10.6	7.3	12.4	-30.4
- O=C(COC(=O)c1ccc(O)cc1O)N=c1sccn1Cc1ccccc1Cl
  -1.3	-9.7	-7.4	-6.8	5.5	15.0	-20.4	11.1	-21.4
- COc1ccc(CCN=CC2=C(O)CCCC2=O)cc1OC
  0.5	-27.3	-0.3	-2.3	-4.8	12.2	0.8	2.1	-25.8
- COc1ccc(N2CCN(c3ccc(N4C(=O)CC(C)C4=O)cc3[N+](=O)[O-])CC2)cc1 (stereo not given)
  0.3	2.6	0.1	-0.1	-2.3	28.2	-4.8	-14.3	21.3
- Cc1cc(NC(=O)C2CC2)ncc1NC(=O)c1ccccn1
  10.4	36.2	0.6	0.6	-4.3	-4.4	14.3	1.6	-8.3
- COc1ccc(N2CCN(C(=O)NC3CC(=O)N(c4ccc(OC)cc4)C3)CC2)cc1 (stereo not given)
  -0.4	-15.8	-2.0	6.0	3.0	12.3	0.3	3.9	3.5
- COc1ccc(N(CC(C)C)S(=O)(=O)c2nnc(NC(=O)CC(C)C)s2)cc1
  -5.8	7.0	-4.5	-3.5	-5.7	11.6	2.3	-8.7	-17.0
- COc1ccc(Cl)cc1NC(=O)CCc1nnc2ccc(N3CCN(C)CC3)nn12
  2.9	-3.9	0.5	-4.9	-1.1	4.5	3.7	-14.2	-0.6
- Cc1ccc(CNC(=O)/C=C/c2ccc(S(=O)(=O)N3CCOCC3)cc2)cc1
  -1.6	-10.6	-1.0	4.2	-5.7	4.8	1.7	-2.7	-9.7
- CC(C)N(C)S(=O)(=O)c1ccc(Cl)c(C(=O)O)c1
  1.2	6.1	-1.6	6.5	-2.1	13.1	4.7	-1.3	-2.9
- Cc1nn(CC(=O)N(C)c2c(N)n(Cc3ccccc3)c(=O)[nH]c2=O)c(C)c1[N+](=O)[O-]
  -2.0	-18.8	4.4	-6.9	-6.8	-7.1	-9.5	-7.1	6.9
- O=C(CN(c1cccc([N+](=O)[O-])c1)S(=O)(=O)c1ccccc1)NCc1cccnc1
  0.8	-32.9	2.4	-0.3	-4.7	1.3	8.7	-1.8	-3.9
- Cc1cccc(NC(=O)CCCn2c(=S)[nH]c3ccccc3c2=O)c1
  2.0	-1.2	4.6	3.1	-3.4	-3.5	-2.4	11.6	9.3
- Cc1cccc(/C=N/Nc2ccc3ccccc3n2)c1
  1.7	91.9*	-4.8	5.2	-6.7	-406.8	96.1*	15.3	34.5
- O=C(OC(c1ccc(NS(=O)(=O)c2ccccc2)cc1)(C(F)(F)F)C(F)(F)F)c1ccccc1
  2.5	-0.4	-5.1	-3.1	21.4	8.4	-0.3	0.5	1.1
- CCC(C)(C)n1nnnc1C(c1ccc(F)cc1)N1CCN(C(=O)c2ccco2)CC1 (stereo not given)
  0.7	-9.8	0.8	5.8	-4.7	-3.5	-8.7	-1.8	4.2
- Cc1c(NC(=O)/C(C#N)=C/C2CC=CCC2)c(=O)n(-c2ccccc2)n1C (stereo not given)
  1.1	-7.0	1.3	9.8	0.8	7.3	1.1	-3.8	5.3
- COc1ccc(-c2n[nH]c3c2C(c2ccc(OC)c(OC)c2)N(c2ccccc2)C3=O)cc1 (stereo not given)
  3.1	1.7	5.3	0.9	12.0	24.0	0.2	5.1	-23.3
- O=C(c1ccccc1)N1CC(COc2ccccc2)OC(c2ccco2)O1 (stereo not given)
  -1.6	-20.4	0.4	10.6	-3.9	10.7	-13.0	22.6	5.3
- NS(=O)(=O)c1ccc(NC(=S)NC2CCCC2)cc1
  1.0	-14.0	2.8	1.4	-7.5	16.8	1.5	21.3	8.5
- N#Cc1cn(Cc2ccco2)c(=O)[nH]c1=O
  0.1	·	·	·	-5.8	11.1	·	·	-5.2
- O=c1[nH]cnc2ccc([N+](=O)[O-])cc12
  1.8	-15.4	-2.8	3.8	-4.4	26.8	-5.4	-14.4	0.1
- CCc1ccc2c(COC(=O)C3CC(=O)N(CCc4ccccc4)C3)cc(=O)oc2c1 (stereo not given)
  -0.1	-7.0	-0.1	-16.3	-0.2	-69.8	2.8	1.3	-8.2
- O=C1NC(=O)C2(N1)c1ccccc1-c1ccccc12
  2.0	·	·	·	-4.6	1.3	·	·	11.5

Retrieved by compound from above:
Results follow in this order: SENP1 inh	SENP6 inh	beta cell repl	SENP7 block	HKDC1 inh	SENP8 block-1	SENP8 block-2	UBC13 polyUb	PfG6PD inh
- CCc1cc2c(SCC(=O)c3ccc(Cl)s3)ncnc2s1
  -40.2	-13.4	-0.9	-6.6	5.1	11.1	0.4	3.4	-14.4
- O=C(c1ccccc1)N1CC(COc2ccccc2)OC(c2ccco2)O1 (stereo not given)
  -1.6	-20.4	0.4	10.6	-3.9	10.7	-13.0	22.6	5.3

Limited to SENP7 block, SENP6 inh and beta cell repl (3 entries from above):
SMILES,SENP7 block,SENP6 inh,beta cell repl
CCC(C)(C)n1nnnc1C(c1ccc(F)cc1)N1CCN(C(=O)c2ccco2)CC1 (stereo not given),5.8,-9.8,0.8
CCn1nc(NS(=O)(=O)c2ccccc2[N+](=O)[O-])c2cc3ccc(C)cc3nc21,8.5,-5.0,-1.6
CC(C)N(C)S(=O)(=O)c1ccc(Cl)c(C(=O)O)c1,6.5,6.1,-1.6
